12-LOX inh – ALOX12 (human) lipoxygenase inhibition; P18054; purified 12hLO, xylenol orange hydroperoxide absorbance; 580,000 tested, 1.1% active; AID 1671190; Potency, µM (series often up to 108 µM), for inactives: top-dose activity change, negative = inhibition, most hits filed as inhibitors; active means well fitted inhibition curve with a large enough effect; inconclusive means small, poorly fitted or top-dose-only effect, or another doubt; inactive means no such curve, though single readings can be large or run the other way
Target sequence (P18054 whole entry, looked up): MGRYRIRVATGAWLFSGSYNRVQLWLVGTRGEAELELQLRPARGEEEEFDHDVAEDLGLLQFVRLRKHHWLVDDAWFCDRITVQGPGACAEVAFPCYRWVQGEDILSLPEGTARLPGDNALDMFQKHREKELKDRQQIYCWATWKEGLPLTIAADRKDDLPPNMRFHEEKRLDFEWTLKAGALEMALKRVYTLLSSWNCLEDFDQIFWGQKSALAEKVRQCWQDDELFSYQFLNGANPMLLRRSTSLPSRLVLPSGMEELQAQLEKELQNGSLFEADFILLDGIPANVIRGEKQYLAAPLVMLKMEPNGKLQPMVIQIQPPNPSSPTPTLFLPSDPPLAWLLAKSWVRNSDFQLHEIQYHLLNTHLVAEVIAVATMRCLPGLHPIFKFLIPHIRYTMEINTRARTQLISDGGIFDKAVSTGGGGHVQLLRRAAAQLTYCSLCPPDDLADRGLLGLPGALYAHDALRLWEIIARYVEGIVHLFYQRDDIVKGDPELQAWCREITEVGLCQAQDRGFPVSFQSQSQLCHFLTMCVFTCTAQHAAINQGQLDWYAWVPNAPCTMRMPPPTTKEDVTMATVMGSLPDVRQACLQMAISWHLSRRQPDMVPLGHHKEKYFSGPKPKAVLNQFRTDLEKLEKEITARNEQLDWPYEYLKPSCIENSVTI
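Hydroperoxide product was detected by ferrous iron/xylenol orange as the 573 to 405 nm absorbance ratio. Arachidonic acid at 40 uM (final) was turned over for 30 min at room temperature by 150 nM human 12hLO, pH 7.0 Hepes buffer, after 15 min compound preincubation.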
An asterisk follows results filed as active; ? = inconclusive; [ ] = remark or other dose. On the % scale 0 is the no-effect control and ±100 the full control effect; potency means the concentration at half of the fitted maximal effect. An excerpt (hit frequency here may not be typical).

SMILES	12-LOX inh
COc1cc2c(cc1OC)[C@@H]1N(C)c3ccccc3[C@@]13CCN(S(=O)(=O)C(F)(F)F)C3=C2	?
Cc1cc(N(C)C)nc(N2CCN(C(=O)Nc3ccccc3)CC2)n1	2%
CCOc1ccc(C(=O)N2CCC3(CC2)CN(C2CCC2)CC3COC)cc1 (configuration not stated)	19%
COc1ccc(Cl)cc1-c1ccc2c(c1)C(=O)N1CC[C@H](NC(=O)C3CCCC3)[C@H]1C(=O)N2	2%
Cc1ccc(/C=C/C(=O)c2c(C)nc3ccc(Cl)cc3c2-c2ccccc2)o1	?
CC(C)Cc1ccc(CC(=O)O)cc1	-13%[22.9 µM]
CN(C)C(=O)c1cccnc1OC1CCNCC1	-12%
COc1cc(OC)c(NC(=O)Cn2ccn3nc4c(c3c2=O)CCCC4)cc1Cl	?
COc1ccc(OCc2nc(C)c(CCO)c(=O)n2CC(=O)Nc2ccc(OC)c(OC)c2)cc1	14%
CCOCc1nc(C2CCCN(C(=O)Cc3ccc(C)cc3)C2)no1 (configuration not stated)	33%[activator]
Cc1cc(NC(=O)c2ccc(Cl)o2)no1	0%
O=C(Nc1cnc2ccccc2c1)c1ccccc1Cl	0%
Cc1noc(C)c1CCc1nc(C2CCOCC2)n[nH]1	40%
CCCCOc1ccc(C(=O)N2CCC[C@H]2c2nc(-c3ccc(C)cc3)no2)cc1	?
Cc1ccc(C(=O)NCC(=O)NCCN2CCc3ccccc3C2)cc1	?
Cc1ccc(NC(=O)CC(C)C)cc1	27%
S=c1[nH]nc(-c2n[nH]c3c2CCC3)n1/N=C/c1c2ccccc2cc2ccccc12	?
Cc1ccc2c(CN3C(=O)NC4(CCCC4)C3=O)cc(=O)oc2c1	36%
CC(=O)C[C@@H]1OC[C@H](CO)N1S(=O)(=O)c1ccc(C)cc1	10%
Cc1ccc(C(=O)C(C)Oc2ccc(C#N)cc2)cc1C (configuration not stated)	-46%
O=C(NCCC1=CCCCC1)c1ccc(N2CC3CC(C2)[C@H]2CCCC(=O)N2C3)nc1 (some centres not stated)	35%[activator]
Cc1nn2c(c1-c1ccccc1OCc1ccccc1)N(C(=O)Cc1ccc3c(c1)OCO3)CCC2	-5%
COc1ccc(NC(=O)C2(C)CCCCC(=O)N2)cc1F (configuration not stated)	?
Cc1nc(-c2ccc(S(=O)(=O)Nc3c(C)cccc3C)cc2)co1	17%
CCN(CCCNC(=O)c1nnn2cc(-c3ccccc3)[nH]c(=O)c12)c1ccccc1	2%
Cc1noc(C)c1CC(=O)NC1CCCc2c1[nH]c1ccccc21 (configuration not stated)	-5%
COCCN1C(=O)CS(=O)(=O)C12CCN(C(=O)c1ccc3c(c1)OCO3)CC2	2%
O=C([C@@H]1C[C@H](Oc2ccccc2)CN1C(=O)C1CCCCC1)N1CCCC1	28%
O=C(NC1CC(c2nnc(CO)n2C2CC2)C1)c1nc2ccccc2[nH]1 (configuration not stated)	37%
CN(C)[S+](=O)([O-])c1ccc2c(c1)OCCN(Cc1ccncc1)C2	-3%[176 µM]
COCCNC(=O)[C@@H](C)C1CC[C@@]2(C)CC[C@H](NC(=O)c3cncnc3)[C@@H](C)[C@@H]2[C@H]1O (some centres not stated)	32%[activator][176 µM]
COCC1CN(S(=O)(=O)Cc2ccc(C)c(C)c2)CC12CCNCC2 (configuration not stated)	32%[activator]
CC(c1ccc(F)cc1)N(C)CCC(=O)N1CCCCC1 (configuration not stated)	7%
Cc1ccc(COc2cccc(CNC3CC3)c2)cc1	?
N#CC1CCN(C(=O)c2nc(-c3cccc(C(F)(F)F)c3)c3cnccn23)CC1	21%
COc1ccc(S(=O)(=O)N2CCn3cccc3C2c2cccs2)cc1C (configuration not stated)	?
COc1ccc(-c2[nH]nc3ncc(C(=O)NCC4CCOCC4)nc23)c(C)c1	2%[176 µM]
O=C(NC1CCN(c2cc(-c3cccs3)[nH]n2)C1)c1ccc2[nH]ccc2c1 (configuration not stated)	40%[activator]
CC(C)CC(=O)NC(NC(=O)CC(C)C)c1ccccc1	-18%
COC1CCC12CCN(C(=O)c1ccccn1)CC2 (configuration not stated)	68%[activator]
O=C(c1ccccc1-n1cncn1)N1CCC(N2CCCC2=O)CC1	12%
CCOc1ccc(C(=O)C(C)OC(=O)c2ccc(C(N)=O)cc2)cc1 (configuration not stated)	-5%
CN1CCC(NC(=O)CCc2ncc(-c3ccc(F)cc3)o2)CC1	-9%
Fc1ccc(N=Cc2ccc3ncccc3c2)c(Cl)c1	10%
O=C1CC2(CCN(C(=O)c3cnn4ccccc34)CC2)CN1Cc1ccccc1	70%[activator]
COc1ccc(-c2nccn3cc(C(=O)NCCc4cccnc4)nc23)cc1	1%
CC(=O)NCc1ccc(C(=O)COc2ccc(C(C)=O)cc2)cc1	10%
O=C(NC1CCCC1)c1csc(C(O)c2cccc(Cl)c2)n1 (configuration not stated)	-9%
CN1CCC(O)(C(=O)N2C[C@@H](C(=O)O)[C@H](c3ccc(F)cc3)C2)CC1	26%
O=C1[C@@H]2C[C@@H](CN2C(=O)c2cncnc2)Oc2ccccc2N1Cc1ccccn1	29%[176 µM]

Additional results.
SMILES	12-LOX inh
Cc1cc(C)n(CC2(CNC(=O)c3cc(S(N)(=O)=O)ccc3F)CC2)n1	71%[activator]
O[C@@H]1C[C@@H](c2nc(-c3ccccn3)no2)N(Cc2cc3ccccc3o2)C1	89%[activator][176 µM]
CC(C)(C)n1nnnc1C(C1CC1)N1C(=O)C(=O)c2ccccc21 (configuration not stated)	10%
COCCN1C(=O)CC[C@]2(C(=O)NC3CCCCC3)CCCC[C@@H]12	?
Cc1ccc(/C=C(\C#N)C(=O)NC2CCCC2)o1	4%
O=C(c1ccc(C(F)(F)F)cc1)N1CCOC[C@H](Oc2cccnc2)C1	65%[activator][176 µM]
COc1cccc(-c2nn(-c3ccccc3)c(OC(C)=O)c2-c2ccc(NC(=O)c3ccco3)cc2)c1	21%
Cc1ccc2c(c1)cc(C(=O)NCCc1ccccc1)n2C	-30%
O=C(CCC1CCCC1)NCc1ccncc1	-5%
Cn1cc(-c2ccccc2)c2nc(COc3ccc(Cl)cc3)cn2c1=O	-9%[176 µM]
CC(=O)Nc1ccc2nc(SCc3ccc(Cl)cc3)sc2c1	20µM*
CCOc1ccccc1NS(=O)(=O)c1cc(C(C)C)ccc1C	10%
CCNc1ncc2ncc(=O)n(Cc3ccc(F)cc3)c2n1	?
Cc1noc(C)c1C(=O)N1Cc2ccccc2CC2(CCN(CC3CCNCC3)C2)C1 (configuration not stated)	-25%[6.33 µM]
Fc1ccccc1-c1ccc(-c2nn3c(-c4ccco4)nnc3s2)o1	8.9µM*
COc1ccc(C(=O)N2CCC3(CC2)OCC(C(=O)N2CCCC2)N3C(=O)c2ccc(F)cc2)cc1 (configuration not stated)	31%
CC/C(=N\O)c1cccs1	?
O=C(CCc1ncc(-c2ccccc2F)o1)NCc1ccccc1	53%[activator]
CC1=C(C(=O)OC(C)C)C(c2ccc(F)cc2)NC(=O)N1c1ccc2c(c1)OCO2 (configuration not stated)	-14%
CC1=C[C@@H](CNS(=O)(=O)c2ccc(C#N)cc2)[C@H](C(C)C)C[C@H]1CC(=O)NCc1ccc(C#N)cc1	?

Retrieved one by one from the entries so far:
SMILES	12-LOX inh
COC1CCC12CCN(C(=O)c1ccccn1)CC2 (configuration not stated)	68%[activator]
COc1cccc(-c2nn(-c3ccccc3)c(OC(C)=O)c2-c2ccc(NC(=O)c3ccco3)cc2)c1	21%

A second format for part of the listing above:
compound | 12-LOX inh
CC1=C(C(=O)OC(C)C)C(c2ccc(F)cc2)NC(=O)N1c1ccc2c(c1)OCO2 (configuration not stated) | -14%
CC1=C[C@@H](CNS(=O)(=O)c2ccc(C#N)cc2)[C@H](C(C)C)C[C@H]1CC(=O)NCc1ccc(C#N)cc1 | ?

Further entries follow:
SMILES	12-LOX inh
CCCC(=O)N1Cc2ccccc2CC2(CCN(CC)C2)C1 (configuration not stated)	4%[12.5 µM]
CCN1CCC2(CCC1=O)CN(Cc1cscn1)CCN2C (configuration not stated)	14%
C[C@]1(O)CCN(C(=O)CC(c2ccccc2)c2ccccc2)C[C@@H]1O	-7%
COc1ccc(/C=C(\C#N)c2nc3ccccc3[nH]2)c(OC)c1	57%[activator]
CC[C@@H](CO)NCCN[C@@H](CC)CO	8%[22.9 µM]
CN1N=C(C(=O)N2CCOC(Cc3cccc4ccccc34)C2)CCC1=O (configuration not stated)	10%
O=C(COc1ccc(Cl)cc1Cl)Nc1ccc2c(c1)CCN2C(=O)c1cccnc1	?
O=C(NCCc1cccc(F)c1)c1ccc(=O)[nH]c1	12%
CCCn1ncc(CN2CCCC23CCN(c2ncccn2)CC3)c1C	32%[activator]
O=[S+]([O-])(c1cccs1)N1CCc2nc(-c3ccc(Cl)cc3)nc(-c3ccccc3)c2C1	-1%
CC(C)NC(=O)Nc1cccc(-c2noc(-c3cccs3)n2)c1	?
O=C(NC(NC(=O)c1ccccc1F)c1ccc(Cl)c(Cl)c1)c1ccccc1F	31%[activator]
COC(=O)CNC(=O)CC12CC3CC(CC(C3)C1)C2	17%
CCOCc1nc(C2CCCN(C(=O)c3ccsc3)C2)no1 (configuration not stated)	0%
O=C(O)COc1ccc(/C=C2/NC(=O)NC2=O)cc1Br	?
Cc1ccc(-c2cc(C(=O)NCC(C)C)c3ccccc3n2)o1	?
COc1nccc(N2CCC(CC(=O)NCc3ccc(F)c(Cl)c3)CC2)n1	2%
CCCNC(=O)[C@H]1[C@H](CO)[C@H]2Cn3c(ccc(-c4ccc(F)cc4)c3=O)[C@@H]1N2C(=O)NC(C)C	-12%
CCCc1cc(=O)oc2cc(OC(C)C(=O)Nc3cccc(C(C)=O)c3)ccc12 (configuration not stated)	?
COc1ccc(CN2CCc3nc(N(C)C)[nH]c(=O)c3CC2)cc1Br	40%[activator]

Given with each value named: entries from further up
Cc1ccc2c(CN3C(=O)NC4(CCCC4)C3=O)cc(=O)oc2c1
  12-LOX inh: 36%
CCNc1ncc2ncc(=O)n(Cc3ccc(F)cc3)c2n1
  12-LOX inh: ?
CC(=O)NCc1ccc(C(=O)COc2ccc(C(C)=O)cc2)cc1
  12-LOX inh: 10%
CCN1CCC2(CCC1=O)CN(Cc1cscn1)CCN2C (configuration not stated)
  12-LOX inh: 14%

Carrying on.
SMILES	12-LOX inh
Cc1cnc2c(S(=O)(=O)NCC(C)(C)N3CCOCC3)cccc2c1	15%
O=C(O)CC1C(=O)NCCN1C1CCCC1 (configuration not stated)	79%[activator]
O=C(Cc1cccs1)Nc1cccc(-c2nc3cc(Cl)ccc3o2)c1	?
Cc1cc(C(=O)CN2CCN(CC(=O)Nc3cccc(F)c3)CC2)c(C)n1CCc1cccs1	-21%
Cc1cccc(-c2noc(CCC(=O)N3CCc4c(nc(C)[nH]c4=O)C3)n2)c1	1%
COc1ccc(CN2CCNc3cnc(Nc4ccccc4)cc3C2)cc1O	4%[176 µM]
CCC(C)c1ccccc1NC(=O)Cn1nc(C(=O)O)c2ccccc2c1=O (configuration not stated)	-27%
COc1ncc2ncc(=O)n(CCC#N)c2n1	0%
CCn1cc(C#N)c(=O)n(Cc2coc(-c3ccc(Cl)cc3)n2)c1=O	?
Cc1nc(N(C)C)ncc1C(=O)N[C@@H]1CCNC[C@H]1O	-3%
CCOCCOc1nc2c(c(=O)n(C)c(=O)n2C)n1Cc1cccc2ccccc12	29%
CCOc1ccc(CCN2C(=O)C(=O)N([C@@H](Cc3ccccc3)CN3CCC[C@H]3CN3C(=O)C(=O)NC[C@@H]3Cc3ccccc3)C[C@@H]2CC(C)C)cc1	-4%
COc1ccc(CCC2CCCN(S(=O)(=O)N(C)C)C2)cc1 (configuration not stated)	-5%
O=C1CC(c2ccccc2)N(C(=O)CNC(=O)c2cnccn2)CCCCCCN1 (configuration not stated)	-8%
O=C(CCc1ccnc(N2CCCC2)c1)N1CCN(c2ccccc2)CC1	2%
Cc1cccc(OCCn2c(C)nc3cc(C)c(C)cc32)c1	49%[activator]
O=C(c1ccccc1)N1CCCC2(C1)C(=NC1CCCC1)NC(=O)N2c1cccnc1 (configuration not stated)	4%[6.33 µM]
CCCc1noc(-c2ccn3c(CNC(=O)c4ccccc4OCC)nnc3c2)n1	45%[activator]
C1=C(c2nc(-c3ccncc3)cc3c2ccn3Cc2cccnc2)CCOC1	-3%[176 µM]
CN1CCN(c2ccc(CNC(=O)[C@H]3CN(Cc4ccccc4)C[C@H]3C(=O)O)cc2)CC1	5%
COc1ccc(Cl)cc1C(=O)N1C[C@@H](F)C[C@H]1C(=O)N1CCCCC1	74%[activator]
CC(C)(C)NC(=O)C1c2ccccc2OCC(=O)N1CC(F)(F)F (configuration not stated)	-7%
COc1ccc(CNC(=O)[C@H]2O[C@H](CCN3CCN(c4ccccc4OC)CC3)CC[C@@H]2O)cc1	63%[activator]
Fc1ccc2nc(CO[C@H]3CN(Cc4ccccc4)C[C@H]3F)[nH]c2c1	109%[activator][176 µM]
CCN1CC2(CCN(Cc3nc(COC)no3)CC2)CC(c2ccccc2)C1=O (configuration not stated)	57%[activator]
Cc1csc(NC(=O)c2nc3c(o2)CCN(Cc2c(C)noc2C)CC3)n1	26%[176 µM]
Cc1nc2cc(NS(=O)(=O)c3c(C)c(C)cc(C)c3C)ccc2o1	6%
CNC(=O)N1CCCC1c1nc(C2CN(C(=O)Cc3cccc(F)c3)C2)no1 (configuration not stated)	58%[activator]
CN(C(=O)NCc1ccco1)C1CCc2nn(C)c(=O)n2CC1 (configuration not stated)	21%
CCCNC(=O)c1c(-n2cnnn2)sc2c1CCC2	?

An excerpt of these results, in markdown:
| smiles | 12-LOX inh |
| --- | --- |
| COc1ccc(CNC(=O)[C@H]2O[C@H](CCN3CCN(c4ccccc4OC)CC3)CC[C@@H]2O)cc1 | 63%[activator] |
| Fc1ccc2nc(CO[C@H]3CN(Cc4ccccc4)C[C@H]3F)[nH]c2c1 | 109%[activator][176 µM] |
| CCN1CC2(CCN(Cc3nc(COC)no3)CC2)CC(c2ccccc2)C1=O (configuration not stated) | 57%[activator] |
| Cc1csc(NC(=O)c2nc3c(o2)CCN(Cc2c(C)noc2C)CC3)n1 | 26%[176 µM] |

Screens as filed in PubChem.
